ASAP1 GAP inh: ASAP1 ArfGAP inhibition; ASAP1-stimulated ARF1 GTP hydrolysis, GDP FP detection; actives 0.19% (n = 360,000); inhibition, % at 16.5 µM; Q9ULH1; in the data active = inhibition above about 25%;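 also: 0% = vehicle with enzyme and substrate and 100% = no enzyme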
ADAM10 inh: inhibits human ADAM10; inhibition, % at 7 µM; recombinant ADAM10, EDANS/DABCYL FRET peptide cleavage, 3 h; O14672; actives 0.62% (n = 370,000);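 active = inhibition above a per-campaign cutoff equal to the mean of compounds falling between control-based bounds plus 3 SD, cut at about 20% in these data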;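 also: 0% = DMSO wells while the 100% control is not disclosed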
NPR2 activator: GC-B (human) receptor activation | activation, % at 10 µM | HEK293-GC-B cells, CNP EC30, cGMP TR-FRET; 0% at EC30 CNP, 100% saturating CNP | AID 1920062 | actives 0.11% (n = 370,000) | P20594;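 active = activation at 10 µM reaching about 35% in either raw or pattern-adjusted values, limit read from the data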
Target sequence (P20594 whole entry, looked up): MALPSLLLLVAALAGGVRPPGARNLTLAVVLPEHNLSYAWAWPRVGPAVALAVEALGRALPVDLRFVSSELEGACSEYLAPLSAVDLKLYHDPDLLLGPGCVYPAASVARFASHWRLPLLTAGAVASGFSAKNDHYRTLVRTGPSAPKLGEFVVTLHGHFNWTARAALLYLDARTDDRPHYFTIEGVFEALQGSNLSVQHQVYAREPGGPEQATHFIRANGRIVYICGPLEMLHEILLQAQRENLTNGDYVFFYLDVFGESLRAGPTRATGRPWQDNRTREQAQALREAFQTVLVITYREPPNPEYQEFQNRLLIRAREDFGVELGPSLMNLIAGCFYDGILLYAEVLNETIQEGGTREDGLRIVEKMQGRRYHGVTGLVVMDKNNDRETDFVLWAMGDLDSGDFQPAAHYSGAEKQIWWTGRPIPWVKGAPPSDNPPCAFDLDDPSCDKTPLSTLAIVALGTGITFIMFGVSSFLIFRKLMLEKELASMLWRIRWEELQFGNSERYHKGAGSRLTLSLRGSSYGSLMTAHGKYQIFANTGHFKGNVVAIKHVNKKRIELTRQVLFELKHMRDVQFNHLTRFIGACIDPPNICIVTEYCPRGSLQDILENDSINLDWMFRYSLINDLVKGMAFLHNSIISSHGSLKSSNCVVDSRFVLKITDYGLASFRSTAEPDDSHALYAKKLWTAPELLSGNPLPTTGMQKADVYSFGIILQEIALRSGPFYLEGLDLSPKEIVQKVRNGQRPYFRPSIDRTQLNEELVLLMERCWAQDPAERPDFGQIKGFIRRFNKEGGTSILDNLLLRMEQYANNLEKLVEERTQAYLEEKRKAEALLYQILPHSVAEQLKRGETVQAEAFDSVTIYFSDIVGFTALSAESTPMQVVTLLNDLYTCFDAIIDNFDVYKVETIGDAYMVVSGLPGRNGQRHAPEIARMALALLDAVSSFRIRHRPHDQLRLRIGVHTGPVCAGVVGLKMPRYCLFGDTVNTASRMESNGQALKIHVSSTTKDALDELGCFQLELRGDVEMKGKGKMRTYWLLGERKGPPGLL
KLK7 zymogen act: activators of human kallikrein-7 zymogen; actives 0.9% (n = 370,000); purified proKLK7, EDANS-DABCYL substrate fluorescence; 100% is mature enzyme control, 0% vehicle; activation, % at 7 µM; P49862;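 active = activation above the mean of all tested compounds plus 3 SD, computed per campaign excluding outliers beyond control limits, cut at about 13% in these data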
HGIII-sPLA2 inh: Blocks human group III sPLA2 activity. Q9NZ20. QFRET BODIPY PC-A2 liposome hydrolysis, fluorescence. inhibition, % at 12.2 µM. actives 0.56% (n = 370,000);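 active = inhibition above mean plus 3 SD of compounds lying within the high and low control bounds, cut at about 19% in these data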;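 also: 0% = median of test compound wells and 100% = no enzyme DMSO wells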
GAA850 FXN act: frataxin GAA850 promoter activation; HEK293 lucGAA850 FXN promoter luciferase reporter, 24 h; percent of 10 µM SAHA response; activation, % at 6 µM; actives 0.56% (n = 360,000); AID 540364;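 active = activation above the average of all compounds screened plus 3 SD, cutoff fixed separately per campaign, cut at about 7.5% in these data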;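 also: 0% = DMSO wells and 100% = 10 µM SAHA wells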
NPR1 activator: GC-A (human) enzyme activation; actives 0.14% (n = 370,000); HEK293 GC-A cells, cGMP TR-FRET, EC30 ANP; 0% at EC30 ANP, 100% saturating ANP; P16066; activation, % at 10 µM; in the data active = activation above about 40%
ARFGAP1 inh: inhibitors of rat ARFGAP1 | Q62848 | Arfgap1-stimulated ARF1 GTP hydrolysis, GDP FP detection | inhibition, % at 16.5 µM | actives 0.26% (n = 360,000);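 active = inhibition above a per-plate limit, mean inhibition of low control wells plus 3 SD, cut at about 25% in these data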;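 also: 0% = DMSO wells with enzyme and 100% = wells lacking Arfgap1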
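System: truncated rat Arfgap1 GAP domain / Benchmarks: high control wells lacking Arfgap1, low control full reaction with DMSO / Times: compound-enzyme preincubation 20 min, reaction 120 min, detection 60 min, 25 °C / Repeats: one replicate per compound / Also added: human ARF1(Δ1-17)-GTP substrate / Measured by: Tracer-displacement fluorescence polarization with EDTA stop, 620/688 nm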
Tn6 DDE FP: disrupts Tn6 cyclic peptide binding to fibrin D-Dimer-E complex. P02675. Fibrin DD(E) TRITC-Tn6 fluorescence polarization displacement. inhibition, % at 8.3 µM. actives 0.21% (n = 370,000). AID 720509;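 active = inhibition above a per-campaign cutoff: mean of compounds within control limits plus 3 SD, cut at about 15% in these data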;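 also: 0% = median of all compound wells on the plate and 100% = blocking peptide control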
rCAG binder: molecules binding r(CAG) RNA repeats | r(CAG) RNA repeat, TO-PRO-1 dye displacement fluorescence | inhibition, % at 3 µM | actives 1.3% (n = 370,000) | AID 651821;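 active = inhibition above the plate cutoff, the mean of all test compounds on that plate plus 3 SD, cut at about 35% in these data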;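 also: 0% = DMSO alone and 100% = 100 µM mitoxantrone as full dye displacement; higher means more dye released from RNA so lower well fluorescence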
Active calls of the source: *; i = inactive; / = no result given. Outcome played no part in choosing rows (roughly 4.5% active in at least one column).

SMILES	ASAP1 GAP inh	ADAM10 inh	NPR2 activator	KLK7 zymogen act	HGIII-sPLA2 inh	GAA850 FXN act	NPR1 activator	ARFGAP1 inh	Tn6 DDE FP	rCAG binder
CN(C)S(=O)(=O)c1cccc(C(=O)Nc2cc(Cl)cc(Cl)c2)c1	0.2	11.4	1.1	-1.1	-46.9	0.5	-5.8	4.4	-5.6	13.2
NC(=O)CSc1n[nH]c(=O)n1CCc1ccccc1	-1.4	1.1	2.8	0.5	0.4	1.1	1.6	1.9	-3.0	1.5
Clc1ccccc1CSc1nnc(-c2ccccn2)n1Cc1ccco1	-8.3	21.3*	-7.1	-0.4	-27.5	-0.5	-12.6	0.8	-2.9	0.1
CC(C)Cn1c(C(C)NC(=O)Cc2ccccc2)nc2ccccc21 (stereo not given)	-14.3	-1.6	-6.8	0.3	5.1	-1.8	-4.3	-15.9	3.4	0.9
COc1ccc(-c2nc(N)nc(C)c2Oc2ccccc2Br)c(O)c1	5.6	15.4	-10.9	-2.3	-18.5	0.8	-8.1	15.6	-1.6	1.1
O=S(=O)(Nc1ccccc1N1CCOCC1)c1cccs1	-13.1	0.1	1.9	0.2	-1.0	1.5	2.3	-21.0	2.9	1.1
O=C(COc1ccc(CNC[C@H]2O[C@@H](n3ccc(=O)[nH]c3=O)[C@H](O)[C@@H]2O)cc1)Nc1nccs1	-4.1	-0.7	1.4	-0.6	1.2	/	0.9	-3.5	0.4	2.2
CCC(C)c1ccc(S(=O)(=O)N2CCN(C(C)C(=O)NC3CCCC3)CC2)cc1 (stereo not given)	9.5	1.6	-3.7	0.7	-3.2	-1.8	-2.8	-6.7	-0.7	-3.2
CCc1ccc(N2C(=O)/C(=C/c3cccs3)N(CC(=O)OC)C2=S)cc1	8.4	1.4	13.4	0.5	6.0	0.1	12.0	3.8	0.3	-0.6
Cc1cc(NC(=O)CCSc2nc(-c3ccco3)cc(C(F)(F)F)n2)no1	-5.2	8.5	-6.7	0.9	3.3	0.1	-5.1	-10.3	-4.9	1.4
CC(NC(=O)C(c1ccccc1)c1ccccc1)C(=O)N1CCCCC1 (stereo not given)	-6.2	8.3	0.2	-0.2	3.0	-0.9	0.6	5.7	3.9	-5.2
Cc1onc(-c2ccccc2Cl)c1C(=O)N1CCN(c2ncccn2)CC1	-1.2	-21.6	11.5	-0.1	1.7	0.0	2.4	11.1	0.3	-5.6
COCCCn1c(=O)c2ccccc2c2ccccc2c1=O	0.0	0.1	-0.8	0.6	-0.6	0.5	-4.0	-0.2	-4.0	-6.4
O=C(Nc1cc(C(F)(F)F)ccc1N1CCCC1)c1ccc2c(c1)OCO2	-0.9	0.0	5.7	-0.6	2.3	-0.9	0.1	-7.7	-5.2	-4.3
COCCOC(=O)c1[nH]c2c(c1C)C(=O)CC(c1cc(OC)c(OC)c(OC)c1)C2 (stereo not given)	12.8	6.9	-0.8	-0.8	-4.3	0.1	5.1	-1.8	6.1	-0.4
Cc1nn(Cc2c(F)c(F)c(F)c(F)c2F)c(C)c1NC(=O)c1c(-c2ccccc2)nn(-c2ccccc2)c1C	-5.6	8.8	6.7	0.9	5.9	-3.1	7.7	0.5	-5.1	-3.0
CSC1=NCCN1C(=O)COc1ccc2ccccc2c1	4.3	-0.7	-12.1	-0.7	-0.6	-0.3	-1.1	1.6	-1.9	2.1
Cc1c(Cl)cccc1NC(=O)Cn1cccc1	-3.0	4.4	4.7	-0.1	-9.4	2.7	2.9	3.4	4.5	3.6
Cc1cc(OCC(=O)N2CCN(c3ccccc3)CC2)c2c(C)cc(=O)oc2c1	-4.2	-5.4	-13.3	-0.1	3.8	-2.3	-26.0	-10.7	6.2	2.5
Cc1ccccc1NC(=O)Cn1nc(C)c2ccccc2c1=O	-17.0	7.4	2.8	-0.2	-1.1	-0.1	1.6	8.8	0.2	0.7
Cc1cc(OCC(=O)NCc2ccncc2)c2c(C)cc(=O)oc2c1	-8.2	-253.8	-3.0	9.5	-4.2	-1.3	-2.3	18.1	-1.8	-1.5
COc1ccc(Cl)cc1NC(=O)CN1CCN(S(=O)(=O)N2CCOCC2)CC1	7.5	-5.9	-4.2	-0.1	3.2	-2.3	-2.5	5.7	4.6	-1.6
COC(=O)c1ccc(CSc2nc3cc(Cl)ccc3s2)o1	7.4	5.4	-5.4	0.2	0.9	1.5	-4.5	-9.4	-1.5	-0.9
CCCCCCCN1CCC(=O)N([C@H](CO)c2ccccc2)CC1	4.8	0.3	3.9	-0.4	2.5	0.2	0.7	3.1	-1.8	-13.2

One compound at a time, from the list above:
Shown for Cc1c(Cl)cccc1NC(=O)Cn1cccc1 → ASAP1 GAP inh = -3.0; ADAM10 inh = 4.4; NPR2 activator = 4.7; KLK7 zymogen act = -0.1; HGIII-sPLA2 inh = -9.4; GAA850 FXN act = 2.7; NPR1 activator = 2.9; ARFGAP1 inh = 3.4; Tn6 DDE FP = 4.5; rCAG binder = 3.6
Shown for CCCCCCCN1CCC(=O)N([C@H](CO)c2ccccc2)CC1 → ASAP1 GAP inh = 4.8; ADAM10 inh = 0.3; NPR2 activator = 3.9; KLK7 zymogen act = -0.4; HGIII-sPLA2 inh = 2.5; GAA850 FXN act = 0.2; NPR1 activator = 0.7; ARFGAP1 inh = 3.1; Tn6 DDE FP = -1.8; rCAG binder = -13.2

Later entries
SMILES	ASAP1 GAP inh	ADAM10 inh	NPR2 activator	KLK7 zymogen act	HGIII-sPLA2 inh	GAA850 FXN act	NPR1 activator	ARFGAP1 inh	Tn6 DDE FP	rCAG binder
C[C@@H]1Cn2cnc(C(=O)Nc3ccc(CNC(=O)OC(C)(C)C)cc3)c2C(=O)N1	5.8	-20.4	1.6	0.2	15.2	-1.9	-4.0	1.2	-9.3	1.4
COc1ccc(-c2ccc(=O)n(Cc3c(F)cccc3Cl)n2)cc1	-3.8	-82.2	-2.7	-8.5	-7.1	8.0*	1.7	7.8	-13.0	0.1
CCCCN(C(=O)COC(=O)c1sccc1C)c1c(N)n(CCC)c(=O)[nH]c1=O	2.5	-22.9	0.1	-0.9	9.7	-2.2	0.2	-5.4	-9.2	1.2
CCOC(=O)c1cnc2c(cnn2C)c1NCc1ccc(OC)cc1	-13.3	3.4	26.3	0.7	4.0	1.0	21.4	9.9	1.4	-1.8
CCOC(=O)c1c(CN(CC)CC)oc2cc(Br)c(O)cc12	12.9	-13.9	8.5	-0.2	-14.8	0.8	18.9	11.8	-9.4	0.0
COc1ccc(-n2ncc(C(=O)N3CCN(c4ccc(F)cc4)CC3)c2C)cc1	-7.4	1.7	7.0	0.0	-4.6	-0.4	-3.9	-1.2	3.6	-8.0
CCOc1ccc(C(C)=O)cc1CSc1nnc(-c2cccs2)n1CC1CCCO1 (stereo not given)	-2.5	3.4	-20.1	0.4	-5.9	-0.4	-10.0	6.7	-8.7	2.9
N=c1c(C(=O)NCC2CCCO2)cc2c(=O)n3ccccc3nc2n1Cc1ccc(Cl)cc1 (stereo not given)	18.6	i	19.0	-5.3	-3.6	-0.1	25.2	3.6	2.9	3.4
O=C(NCc1ccco1)C(=O)NCC1OCCCN1S(=O)(=O)c1ccc(F)cc1 (stereo not given)	0.0	4.0	6.3	-0.2	1.6	2.0	-0.4	-6.5	-4.2	1.7
Cc1cccc(/C=C2\CCC(=C3SCCCS3)C2=O)c1	10.1	-5.6	-0.8	0.0	-0.2	-4.9	9.1	17.1	-8.1	5.7
CCc1nnc(NC(=O)c2ccc(S(=O)(=O)N3CCCC3)cc2)s1	4.4	-0.5	-1.4	-0.1	-3.2	-0.6	-1.4	-4.6	6.5	1.8
CCC(=O)NC(=S)Nc1cccc(NC(=O)c2ccco2)c1	-7.0	-3.8	-4.0	-0.5	-0.4	0.4	-0.5	13.4	1.9	-2.2
CCSc1nc2ccccc2n1CC(N)=O	-1.6	2.0	1.5	-0.5	5.9	-1.3	-0.8	-6.0	-0.5	-2.2
NC(=O)CCN1CCN(S(=O)(=O)/C=C/c2ccccc2)CC1	-2.8	6.3	-3.4	0.0	4.5	0.5	-12.5	-9.1	-4.7	0.0
Cc1cc(Oc2ccccc2)nc(OCC#N)n1	-3.2	7.9	3.6	-0.2	9.3	3.9	0.8	7.8	3.2	-0.3
CCOC(=O)CCCCCC(=O)Nc1ccc2c(c1)C(=O)N([C@H](C)CO)C[C@@H](C)[C@@H](CN(C)S(=O)(=O)c1ccc(C)cc1)OCCCC[C@H](C)O2	-2.1	9.0	3.9	0.1	-37.0	/	-0.3	0.6	9.0	10.0
NC(=O)c1ccc(NC(=O)CS(=O)(=O)c2cn(CC(=O)N3CCCC3)c3ccccc23)cc1	-3.1	-6.0	-0.5	0.1	-2.6	0.7	1.8	7.9	-4.2	3.7
CN(CCCOC(=O)c1cc2ccccc2o1)C1CN(Cc2cn(Cc3ccc([N+](=O)[O-])cc3)nn2)S(=O)(=O)C1 (stereo not given)	/	5.8	-3.4	0.6	-7.4	/	-0.4	/	5.6	2.2
O=C(CCNC(=O)C1CCN(S(=O)(=O)c2ccccc2)CC1)Nc1cccc(C(F)(F)F)c1	-3.1	9.4	0.2	0.2	-31.3	0.1	-1.4	-1.7	-1.4	0.3
COC(=O)C1=C(C)N(CC(C)C)C(=O)C1	0.2	1.1	0.7	0.1	-4.3	1.2	2.9	-2.3	5.6	-2.8
CN1CCN(c2ccc([N+](=O)[O-])cc2C(=O)N2CCOCC2)CC1	3.4	-13.0	-1.3	-0.6	4.4	0.7	-1.2	1.6	-4.0	0.7
COc1cc(C2c3cc4c(cc3C(O)C3COCC23)OCO4)cc(OC)c1OC (stereo not given)	-13.1	-21.4	-3.7	0.2	-7.4	-3.8	-1.4	1.6	-3.9	10.2
O=C(CC1(CC2=NS(=O)(=O)c3ccccc3N2)CCCC1)NCCc1ccccc1	-0.2	-4.0	0.0	-0.2	-9.6	0.5	-3.8	-9.9	0.1	3.2
CC(C(=O)Nc1ccc(C(F)(F)F)cc1)N(C)CC(=O)N1CCN(Cc2ccccc2)CC1 (stereo not given)	4.1	2.9	2.6	0.2	-7.9	2.8	-5.3	-14.7	9.7	-0.7
O=C(CNC(=O)c1ccc(Cl)cc1)Nc1ccccc1C(F)(F)F	-2.8	-7.6	-1.7	0.2	4.2	-1.2	1.8	-5.8	2.5	-2.5
CCNC(=O)C1(C)CCCN(CCOc2ccc(OC)cc2)C1 (stereo not given)	1.5	-1.2	4.0	-0.6	7.6	-0.7	1.9	8.5	3.7	-1.7
CC(Sc1nnc(-c2cccs2)n1Cc1ccccc1)C(=O)NCc1ccc2c(c1)OCO2 (stereo not given)	-13.9	2.4	-1.6	0.3	-6.3	2.4	-3.5	-7.1	5.0	-1.0
COc1cc(OC)cc(C(=O)NCC(=O)OCC(=O)/C=C2/N(C)c3ccccc3C2(C)C)c1	-2.1	-108.5	-7.6	-1.5	-14.1	-0.1	-13.2	-4.2	-5.2	-4.1
COc1cc(C(=O)NCCOc2cc(C)cc(C)c2)c(Br)c(OC)c1OC	-2.0	4.6	-2.9	0.2	-4.9	-1.4	-6.1	2.5	-1.7	-7.6
CCS(=O)(=O)c1nc(S(=O)(=O)c2ccc(C)cc2)c(N2CCN(CCO)CC2)s1	-9.6	2.5	-13.9	-0.7	0.8	0.8	6.0	-1.5	2.7	-3.2
